# PAFAH1B2 FP inh: inhibitors of human PAFAH1B2 | P68402 | recombinant PAFAH1B2, FP-rhodamine activity probe, fluorescence polarization | inhibition, % at 3.39 µM | 340,000 compounds, 1.2% hits;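 active = inhibition above the mean of all tested compounds plus 3 SD, cut at about 24% in these data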;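 also: 0% = enzyme with DMSO and 100% = wells lacking PAFAH1B2; many of its hits are not listed in these tables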
# GSTO1 counter: counter-screen for RBBP9 inhibitors: inhibitors of human GSTO1; 300,000 compounds, 1.1% hits; P78417; inhibition, % at 5.96 µM; recombinant GSTO1, activity-based probe fluorescence polarization;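 active = inhibition above the campaign mean inhibition plus 3 SD, cut at about 35% in these data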;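 also: 0% = GSTO1-1 with DMSO and 100% = wells lacking GSTO1-1 enzyme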
# pPAFAH inh: pPAFAH (human) enzyme inhibition. recombinant pPAFAH, FP-rhodamine probe fluorescence polarization. 330,000 compounds, 1.5% hits. Q13093. inhibition, % at 3.39 µM;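 active = inhibition above the mean inhibition across the screen plus 3 SD, cut at about 25% in these data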;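 also: inhibitors block binding of the rhodamine activity-based probe so polarization drops; 0% = enzyme with DMSO and 100% = wells lacking pPAFAH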
# LYPLA1 inh: blocks human lysophospholipase 1, a PME1 counter-screen | inhibition, % at 5.9 µM | 320,000 compounds, 0.16% hits | recombinant LYPLA1, FP-Rh probe fluorescence polarization | O75608;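 active = inhibition above the mean of all tested compounds plus 3 SD, set per campaign, cut at about 14% in these data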;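 also: inhibitors block serine hydrolase probe labeling of LYPLA1 so polarization falls; 0% = enzyme with DMSO and 100% = wells lacking LYPLA1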
# PAD4 inh: blocks human protein arginine deiminase 4. recombinant PAD4, RCA probe fluorescence polarization. inhibition, % at 6.36 µM. Q9UM07. AID 485272. 330,000 compounds, 0.41% hits;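 active = percent inhibition above a cutoff equal to the mean of all tested compounds plus 3 SD, cut at about 15% in these data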;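 also: 0% = PAD4 with RCA probe and DMSO and 100% = probe without PAD4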
# PME-1 inh: blocks human protein phosphatase methylesterase 1 | recombinant PME-1, FP-Rh probe fluorescence polarization | 320,000 compounds, 0.53% hits | inhibition, % at 5.9 µM | Q9Y570;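 active = inhibition above the campaign mean of all compounds plus 3 SD, cut at about 26% in these data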;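 also: competitive labeling of PME-1 active site by serine hydrolase directed probe; 0% = PME-1 with DMSO and 100% = wells lacking PME-1 enzyme; inhibitors block probe labeling so polarization falls and inhibition rises; many of its hits are not listed in these tables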
# PREPL inh: human PREPL enzyme inhibition | inhibition, % at 5.96 µM | 320,000 compounds, 0.68% hits | recombinant PREPL, fluorescence polarization activity-based probe; in the data active = inhibition above about 43%;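 also: 0% = enzyme with DMSO and 100% = wells lacking enzyme; many of its hits are not listed in these tables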
# Target sequence (Q4J6C6 whole entry, looked up): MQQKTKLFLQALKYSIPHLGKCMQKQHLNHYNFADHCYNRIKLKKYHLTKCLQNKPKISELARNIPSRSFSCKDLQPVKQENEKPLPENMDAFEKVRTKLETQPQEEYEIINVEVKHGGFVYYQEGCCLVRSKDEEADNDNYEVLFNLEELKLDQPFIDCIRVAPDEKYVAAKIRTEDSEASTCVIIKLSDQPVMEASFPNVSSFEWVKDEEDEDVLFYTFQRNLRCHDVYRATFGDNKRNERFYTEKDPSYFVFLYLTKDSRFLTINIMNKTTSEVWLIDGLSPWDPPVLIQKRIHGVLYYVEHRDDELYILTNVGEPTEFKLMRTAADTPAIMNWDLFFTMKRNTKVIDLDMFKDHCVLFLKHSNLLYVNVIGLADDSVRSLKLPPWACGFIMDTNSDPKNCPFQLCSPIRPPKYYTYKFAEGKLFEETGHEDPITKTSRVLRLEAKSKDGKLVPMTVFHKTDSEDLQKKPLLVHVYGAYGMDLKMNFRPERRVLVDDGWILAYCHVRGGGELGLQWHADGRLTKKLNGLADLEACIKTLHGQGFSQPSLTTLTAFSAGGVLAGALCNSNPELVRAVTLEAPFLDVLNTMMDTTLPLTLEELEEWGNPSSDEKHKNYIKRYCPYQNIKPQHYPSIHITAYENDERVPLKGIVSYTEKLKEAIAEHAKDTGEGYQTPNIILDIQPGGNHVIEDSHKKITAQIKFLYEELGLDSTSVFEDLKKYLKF
# LYPLA2 counter: LYPLA2 (human) inhibition in PME1 counter-screen. O95372. recombinant LYPLA2, FP-Rh probe fluorescence polarization. inhibition, % at 5.9 µM. 320,000 compounds, 0.38% hits;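 active = inhibition above the screen-wide mean plus 3 SD, limit set per campaign, cut at about 26% in these data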;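 also: 0% = LYPLA2 with DMSO and 100% = wells lacking LYPLA2 enzyme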
# Target sequence (O95372 whole entry, looked up): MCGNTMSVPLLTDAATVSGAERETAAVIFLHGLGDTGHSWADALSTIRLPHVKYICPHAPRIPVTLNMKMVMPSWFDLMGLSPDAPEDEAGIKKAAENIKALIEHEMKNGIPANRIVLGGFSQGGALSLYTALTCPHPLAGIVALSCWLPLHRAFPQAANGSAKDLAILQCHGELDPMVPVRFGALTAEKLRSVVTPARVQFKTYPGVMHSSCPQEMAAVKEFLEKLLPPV
# PAFAH1B3 FP inh: blocks human PAF acetylhydrolase 1B catalytic subunit 3. AID 492972. recombinant PAFAH1B3, FP-rhodamine probe, fluorescence polarization. 340,000 compounds, 0.28% hits. Q15102. inhibition, % at 3.39 µM;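 active = inhibition above the screen-wide average of all tested compounds plus 3 SD, cut at about 25% in these data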;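 also: 0% = enzyme with DMSO only and 100% = wells lacking PAFAH1B3 protein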
# * hit, by the source's call; / = not tested or not shown. An excerpt; count on the stated rates, not on these rows.
SMILES,PAFAH1B2 FP inh,GSTO1 counter,pPAFAH inh,LYPLA1 inh,PAD4 inh,PME-1 inh,PREPL inh,LYPLA2 counter,PAFAH1B3 FP inh
CCCCCCCCc1nc(SC(C)C(=O)O)n[nH]1 (configuration not stated),9.0,6.5,-0.8,2.9,-4.6,1.0,-6.5,7.4,3.7
O=[N+]([O-])c1cccc(S(=O)(=O)N2CCc3ccccc3C2)c1,0.9,5.9,1.5,-0.3,1.6,4.6,0.7,8.4,1.9
O=C(NC(=S)Nc1cccc(F)c1)c1cccc([N+](=O)[O-])c1,7.3,-3.1,-3.0,2.6,-3.8,-5.8,13.7,8.9,4.7
Cc1ccc(C(=O)NCCc2c[nH]c3ccccc23)s1,-3.3,1.8,8.8,6.6,-2.3,5.3,-1.1,7.9,8.3
COC(=O)c1ccccc1NS(=O)(=O)c1ccc2[nH]c(=O)[nH]c2c1,7.8,-29.5,5.0,-6.0,3.2,-6.2,2.8,-0.8,5.3
CC(CNC(=O)CN1C(=O)NC2(CCOc3ccccc32)C1=O)c1ccccc1 (configuration not stated),28.2*,/,-3.8,-0.9,-5.0,-0.2,2.3,-3.4,4.2
COC(=O)N1CC(c2ccccc2)CC1=O (configuration not stated),8.0,-1.6,3.1,1.4,1.7,-6.2,-4.4,2.6,3.9
CCOc1ccccc1NC(=O)/C(C#N)=C/c1c(C)nn(-c2ccc(F)cc2)c1Cl,1.8,1.9,1.9,0.6,8.2,3.8,0.1,1.1,-1.3
O=C(Cn1cc(C(F)(F)F)ccc1=O)Nc1ccccc1,4.7,0.0,1.8,2.8,-3.9,-0.3,-2.7,3.8,2.5
c1ccc2sc(N3CCN(Cc4nnnn4CC4CCCO4)CC3)nc2c1 (configuration not stated),-1.5,0.8,-4.4,0.6,-2.2,-0.7,14.8,-1.8,3.7
O=C(CCN1C(=O)COc2ccccc21)NCCCN1CCN(c2ccccc2F)CC1,3.8,-6.0,0.3,0.4,1.1,-2.4,10.9,-0.8,8.4
COc1ccc(C(=O)N2CCC(C(=O)NC3CC3)CC2)cc1,0.1,1.4,-0.7,-6.0,2.5,2.1,-0.7,-2.5,0.9
NC(=O)C1(N2CCCCC2)CCN(C(=O)NC23CC4CC(CC(C4)C2)C3)CC1,7.4,-3.2,5.3,-3.4,1.5,-2.8,3.6,-5.6,5.8
COc1ccc(C2=NOC(C(=O)NCCCn3ccnc3)C2)cc1 (configuration not stated),-1.4,-7.2,-3.9,0.1,-4.6,-0.8,7.5,-2.9,10.4
CCOC(=O)CCSCC(=O)Nc1cc(C)on1,-0.9,6.9,2.4,-0.5,0.5,1.9,11.9,8.2,11.2
CCN(CC)S(=O)(=O)c1cc(C(=O)Nc2cccnc2)ccc1Cl,1.7,2.4,2.3,0.2,0.0,0.8,-4.0,0.4,-0.1
Cc1ccc(C)c(C(=O)COC(=O)c2cc([N+](=O)[O-])ccc2N2CCOCC2)c1,-3.8,4.4,6.7,-3.9,0.1,4.2,3.2,3.2,-1.9
O=C(NC1CCN(C(=O)Nc2ccc(F)cc2)CC1)c1ccc(F)cc1,2.6,3.9,-1.6,-4.8,-0.7,-2.2,-9.8,-3.5,11.3
CC(=O)c1cccc(NC(=O)C(C)N2CCc3ccccc3C2)c1 (configuration not stated),-0.4,-4.0,-1.7,-2.6,-5.8,-6.8,-25.3,-8.1,4.9
COc1ccc2cc(-c3ccccc3F)ncc2c1,0.5,/,4.4,0.5,-1.4,1.7,-21.1,5.7,0.5
CC(NC(=O)c1ccc(Cl)c(Cl)c1)c1ccc(-c2ccccc2)cc1 (configuration not stated),6.2,2.2,1.7,-5.9,-1.7,2.1,1.9,-8.6,2.6
Cc1nn(Cc2ccccc2)c(C)c1NC(=O)c1cccs1,-6.3,0.0,1.1,1.8,-0.1,3.8,-1.7,1.6,-3.9
CCOc1ccc(NC(=O)CC(NC(C)=O)c2ccccc2)cc1S(=O)(=O)N1CCCC1 (configuration not stated),0.6,/,0.7,-1.0,0.6,-2.9,9.7,5.8,3.1
O=C(NC1CCCCC1)c1ccc(-c2ccccc2[N+](=O)[O-])o1,-1.8,1.1,7.5,1.5,-2.6,-0.6,16.3,5.3,-0.2
COc1ccccc1C1/C(=C(\O)c2ccc3c(c2)OCCO3)C(=O)C(=O)N1Cc1cccnc1 (configuration not stated),-2.2,-4.0,1.6,-2.0,2.1,-4.7,-6.8,3.0,-2.2
O=C1C(=O)N(CCN2CCOCC2)C(c2ccccn2)/C1=C(/O)c1ccccc1 (configuration not stated),5.4,10.2,-5.6,-4.9,-2.1,-14.7,2.1,-8.3,8.0
COc1ccc(C(=O)N2CCOC23CCN(c2ncccn2)CC3)cc1,-3.5,-7.9,-3.2,2.8,-0.8,1.2,16.4,2.7,7.4
Cc1cc2c(cc1S(=O)(=O)NCc1ccccc1)NC(=O)CO2,11.0,15.5,8.4,3.8,-4.0,2.4,-7.3,4.0,0.0
Cc1cccc(-n2[nH]c3c4c(ccc3c2=O)C(=O)c2ccccc2C4=O)c1,8.6,12.5,2.6,-2.0,-0.4,9.8,18.3,-2.4,17.4
c1ccc2c(c1)nc1n2CCS1,-3.4,7.1,-1.4,2.4,2.4,-2.1,14.3,10.0,4.9
CC(C)N(C(=O)c1ccc(-c2ccccc2F)cc1)C(C)C,/,0.6,4.8,0.2,0.8,1.8,-9.2,0.3,/
CNc1nc2c(c(=O)[nH]c(=O)n2C)n1CCCc1ccccc1,2.3,-1.2,8.4,5.8,-1.5,3.0,-0.9,4.9,2.0
Cc1cc(C)n2nc(SCC(=O)NC3CCCCC3C)nc2n1 (configuration not stated),3.8,-2.3,3.2,2.0,2.0,-4.0,-4.4,-1.9,10.2
CC1CCCC(C)N1C(=O)COC(=O)c1cc(F)c(F)cc1Cl (configuration not stated),4.9,/,-2.9,/,2.9,/,1.4,/,12.1
CN(C)c1ccc(NC(=O)CCCCCn2nnc3ccccc3c2=O)cc1,2.2,-0.9,2.1,-3.5,-2.0,-4.9,-2.3,-3.7,2.4
CCCn1c(=O)c2ccccc2n2c(SCC(=O)c3ccccc3)nnc12,6.0,6.4,6.2,1.2,1.0,0.5,4.3,7.1,13.6
NC(=O)C1(N2CCCCC2)CCN(S(=O)(=O)c2ccccc2)CC1,9.2,5.7,0.3,-6.5,0.0,4.0,0.8,-3.0,9.2
CCC1(CC)C(=O)N=C2c3ccccc3C(=O)N21,-1.2,-1.5,3.6,-1.8,1.1,-4.9,3.7,-2.0,-2.9
Nc1cc(C(Cl)=C(Cl)Cl)c(S(N)(=O)=O)cc1S(N)(=O)=O,-3.9,4.3,-3.1,-1.6,2.8,-2.1,-4.3,-1.4,-1.1
COc1cccc(NC(=O)CN2C(=O)C(c3ccc(C)cc3)=NC23CCCCCC3)c1,1.2,0.3,3.0,0.2,-1.5,0.0,-0.1,-0.5,4.6
Cc1cc(C)c2sc(N(CCN(C)C)C(=O)c3ccc4ccccc4c3)nc2c1,-2.5,-9.4,-2.8,-0.6,-2.4,-1.0,2.6,4.7,8.1
Cc1cccc(C)c1NC(=O)C1CCCN1C(=O)Nc1cccc(F)c1 (configuration not stated),3.2,14.9,-5.4,-2.0,3.9,-4.4,11.8,-7.5,-2.6
CC1Cc2ccccc2N1C(=O)CSc1nnc2c(n1)[nH]c1ccccc12 (configuration not stated),-9.6,-0.3,-1.1,-2.5,-2.8,2.2,-13.9,-1.1,-15.2
O=C(c1ccco1)N1CCN(c2ncnc3scc(-c4cccs4)c23)CC1,0.9,4.6,-8.5,2.5,-1.1,4.5,10.4,-1.4,-6.0
COc1cc(CCC(=O)OCC(=O)Nc2ncc(Cl)cc2Cl)cc(OC)c1OC,1.2,2.3,13.5,-1.1,-1.7,-4.4,5.6,-0.8,1.6
O=C1CS/C(=N/N=C/c2ccccc2OS(=O)(=O)c2ccccc2)N1,16.8,-49.2,0.1,-2.4,1.4,3.3,-2.0,-0.4,2.8
CN(C)S(=O)(=O)c1ccc(N2CCCC2)c(C(=O)Nc2nc3ccc(F)cc3s2)c1,1.3,3.0,1.8,-3.4,0.5,-7.2,11.2,-7.6,-6.8
Cc1cc(C(=O)OCC(=O)NC2CCC(C)CC2)c(C)o1 (configuration not stated),3.5,/,2.2,3.4,-3.8,3.7,5.3,2.6,4.3
Nn1cc(-c2ccccc2)nc1SCC(=O)NCC(F)(F)F,6.7,3.4,7.7,0.8,1.9,-7.2,-1.2,10.5,-3.7
O=c1[nH][nH]cc1C=Nc1ccccc1Cl,3.2,3.5,2.2,-2.1,2.0,4.8,0.5,-3.9,-2.8
CC(=O)n1ccnc1,2.2,2.4,2.0,-2.2,-5.2,-2.9,5.7,0.7,-1.6
CC(C)C(=O)NC(NCC1CCCO1)C(Cl)(Cl)Cl (configuration not stated),-2.6,-3.5,-3.0,-5.7,6.9,-5.1,5.9,-11.0,4.6
COc1ccc(CNC(=O)c2c(-c3c(F)cccc3Cl)noc2C)cc1,3.5,0.0,-0.1,-1.2,-4.0,-1.7,2.8,-6.0,5.6
CCC(C)NC(=O)c1ccccc1SC (configuration not stated),7.0,5.6,4.2,0.1,-3.8,-2.7,-1.6,3.4,5.5
COc1cccc(/C(O)=C2/C(=O)C(=O)N(c3cc(C)on3)C2c2cccs2)c1 (configuration not stated),1.8,-11.0,3.2,-2.7,-2.5,-7.5,10.8,-3.1,5.4
COc1cc(/C=N\NC(=O)C2COc3ccccc3O2)cc(OC)c1O (configuration not stated),3.4,8.8,5.8,-1.3,-1.8,0.6,-1.4,-3.6,2.0
COc1ccc(C(=O)Nc2c(Cl)cc(Cl)cc2C(=O)N2CCOCC2)cc1,0.8,5.3,1.0,-2.3,-3.7,4.5,3.4,-3.8,0.3
Cc1ccc(C)c(NC(=O)CN(C)C(=O)c2cc3c(s2)CCCCC3)c1,0.3,-2.9,5.8,-4.6,2.3,-4.8,-3.2,3.0,4.5
CCN(CC)CCn1c2c(c(SCC(=O)Nc3nccs3)nc1=O)CCCC2,-3.8,20.0,8.8,1.1,2.7,0.3,12.0,7.5,9.2
Cc1noc(C)c1S(=O)(=O)Nc1ccc(C(=O)N2CCN(c3cccc(Cl)c3)CC2)cc1,-1.5,-27.2,11.3,5.3,-2.7,1.3,19.7,30.3*,8.0
CC(CCc1ccccc1)NC(=O)CN1C(=O)NC2(CCCCC2C)C1=O (configuration not stated),0.0,/,0.6,-2.1,5.0,-1.6,5.7,-1.0,2.4
CN(c1ccccc1)S(=O)(=O)c1ccc(C(=O)Nc2ncccc2O)cc1,-0.2,5.5,4.0,3.3,-5.6,5.1,-0.3,10.9,-1.3

# Records listed so far shown as hits in PAFAH1B2 FP inh.
Compound,PAFAH1B2 FP inh,pPAFAH inh,PAD4 inh,PME-1 inh,PREPL inh,PAFAH1B3 FP inh
CC(CNC(=O)CN1C(=O)NC2(CCOc3ccccc32)C1=O)c1ccccc1 (configuration not stated),28.2*,-3.8,-5.0,-0.2,2.3,4.2

# Screening results: PubChem BioAssay, The Scripps Research Institute Molecular Screening Center
